# Screening results (PubChem BioAssay)
# CHO parental Ca – ATP-evoked calcium signal inhibitors, parental CHO, primary screen, counter-screen for OX1R antagonist project, cell-based, fluorescence, Fluo-8 calcium dye; inhibition, % at 5.6 µM; parental CHO-K1, ATP-induced calcium, Fluo-8 fluorescence; 330,000 tested, 0.63% active;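 active means inhibition above that plate's mean sample inhibition plus 3 SD, cut at about 26% in these data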;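 further: 0% = ATP-challenged DMSO wells and 100% = DMSO wells without ATP; some compounds past the cut are filed as inactive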
#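 Test system: untransfected parental CHO cell line. Compound: one dose, 5.6 µM nominal. Detection: intracellular calcium via Fluo-8 no-wash fluorescent dye. Measure: % inhibition. Benchmarks: ATP-challenged DMSO wells low, unchallenged DMSO wells high.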
# M1 antag – human M1 muscarinic receptor antagonists, primary screen, CHO-K1 cells, Fluo-8 calcium fluorescence, 1536-well; Muscarinic acetylcholine receptor M1 (Homo sapiens), P11229; CHO-K1 hM1, ACh EC80 antagonist; inhibition, % at 3 µM; 360,000 tested, 1.3% active;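 active means percent inhibition above its own plate's cutoff, namely the mean of that plate's compound wells plus 3 SD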;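 further: peak over basal fluorescence ratio during 140 s after agonist addition; 0% = ACh EC80 plus DMSO and 100% = DMSO alone without agonist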
# OXTR potentiate – human OXTR potentiators, primary screen, fluorescence, CHO-OTR cells, Fluo-8 calcium | Fluo-8 calcium fluorescence, potentiator mode; 0% = oxytocin EC15, 100% = EC100 | activation, % at 3 µM | 320,000 tested, 0.061% active | AID 2445, 2010;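 active means activation above that plate's cutoff, the mean activation of tested compounds plus 3 SD, cut at about 6.6% in these data, passing the limit was not always enough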;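 further: 100% uses oxytocin at 75 nM as the full agonist control; some results filed as inactive read as strong as hits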
# Target sequence (P30559 whole entry, looked up): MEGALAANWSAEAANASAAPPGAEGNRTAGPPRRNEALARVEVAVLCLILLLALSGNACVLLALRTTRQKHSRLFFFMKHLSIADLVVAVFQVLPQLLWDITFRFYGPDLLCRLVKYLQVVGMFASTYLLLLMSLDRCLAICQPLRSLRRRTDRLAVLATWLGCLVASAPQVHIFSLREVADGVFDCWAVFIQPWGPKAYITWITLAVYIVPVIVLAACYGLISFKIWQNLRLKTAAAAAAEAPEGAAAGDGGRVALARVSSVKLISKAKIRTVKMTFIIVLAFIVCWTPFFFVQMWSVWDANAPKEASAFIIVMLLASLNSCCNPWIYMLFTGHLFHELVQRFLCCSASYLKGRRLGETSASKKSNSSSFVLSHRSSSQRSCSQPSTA
#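 Assay system: CHO-OTR cells, human receptor / Also added: oxytocin at about EC15, sub-maximal agonist stimulus / Dosing: single dose, 3.0 µM nominal final compound concentration / Incubation: 6 min pre-incubation, 100 s read / Technique: Fluo-8 calcium dye fluorescence / Read-out: % activation vs EC15 and EC100 oxytocin / Benchmarks: EC15 oxytocin low, 75 nM oxytocin high / Replicates: singlicate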
# CHRM4 antagonist – human M4 muscarinic receptor antagonists, primary screen, CHO cells, Fluo-8 calcium fluorescence; 360,000 tested, 0.73% active; CHO-hM4 cells, ACh EC80; inhibition, % at 3 µM;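 active means inhibition above its plate's cutoff, the mean inhibition of sample wells plus 3 SD, cut at about 27% in these data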;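 further: 0% = acetylcholine EC80 with DMSO and 100% = DMSO without agonist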
# Target sequence (P08173 whole entry, looked up): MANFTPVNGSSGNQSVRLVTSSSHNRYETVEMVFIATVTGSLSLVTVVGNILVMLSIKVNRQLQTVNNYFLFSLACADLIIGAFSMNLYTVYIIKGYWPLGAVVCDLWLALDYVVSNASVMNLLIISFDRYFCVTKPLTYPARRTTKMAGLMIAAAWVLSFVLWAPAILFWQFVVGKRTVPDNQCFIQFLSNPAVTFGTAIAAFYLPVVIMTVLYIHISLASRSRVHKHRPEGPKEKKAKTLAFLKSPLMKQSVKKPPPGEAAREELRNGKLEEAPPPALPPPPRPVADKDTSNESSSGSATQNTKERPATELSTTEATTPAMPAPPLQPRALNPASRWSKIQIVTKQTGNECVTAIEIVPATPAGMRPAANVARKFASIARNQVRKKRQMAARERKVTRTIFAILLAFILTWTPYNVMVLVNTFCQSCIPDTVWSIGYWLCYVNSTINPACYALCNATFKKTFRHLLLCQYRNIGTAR
# M4 ag – human M4 muscarinic receptor agonists, primary screen, CHO-K1 cells, Fluo-8 calcium fluorescence; Muscarinic acetylcholine receptor M4 (Homo sapiens), P08173; 360,000 tested, 0.14% active; CHO-K1 hM4/Gqi5; vehicle 0%, full acetylcholine response 100%; activation, % at 3 µM;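 active means activation above the run mean over all test wells plus 3 SD, cut at about 32% in these data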;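 further: peak over basal fluorescence ratio per well then scaled between controls; 0% = DMSO wells and 100% = acetylcholine at EC100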
# M1 ag – human M1 muscarinic receptor agonists, primary screen, Fluo-8 calcium fluorescence, CHO-K1 cells, HTS; Muscarinic acetylcholine receptor M1 (Homo sapiens), P11229; CHO-K1 hM1, agonist mode; 0% DMSO, 100% acetylcholine EC100; activation, % at 3 µM; 360,000 tested, 0.33% active;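 active means activation above the run's mean compound activation plus 3 SD, cut at about 16% in these data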;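 further: peak over basal fluorescence ratio within a 140 s kinetic read after compound addition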
# M1 ag parental – counter-screen for M1 agonists: effect in parental CHO-K1 cells. activation, % at 3 µM. Fluo-8 calcium fluorescence; scaled to maximal ATP response, vehicle zero. 360,000 tested, 0.48% active; in the data active means activation above about 15%;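 further: untransfected CHO-K1 host cells lacking M1 receptor as counterscreen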
# CHRM1 PAM – human M1 muscarinic receptor positive allosteric modulators, primary screen, CHO-K1 cells, Fluo-8 calcium fluorescence, 1536-well | CHO-K1 hM1, ACh EC20; 0% = ACh EC20, 100% = maximal ACh | activation, % at 3 µM | 360,000 tested, 0.088% active | AID 588819, 2011; in the data active means activation above about 19%, passing the limit was not always enough
# CHO-K1 Ca antag – counter-screen for M1 antagonists: effect in parental CHO-K1 cells; ATP-induced calcium, Fluo-8 fluorescence; inhibition, % at 3 µM; 360,000 tested, 0.6% active;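 active means inhibition above a per-plate cutoff, the plate's mean sample inhibition plus 3 SD, cut at about 24% in these data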;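 further: 0% = DMSO plus EC80 ATP and 100% = DMSO alone without ATP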
# Active calls of the source: *; . = no result given.
mol	CHO parental Ca	M1 antag	OXTR potentiate	CHRM4 antagonist	M4 ag	M1 ag	M1 ag parental	CHRM1 PAM	CHO-K1 Ca antag
Cc1cc(NC(=O)Cn2nc(C(F)(F)F)c3c2CCC3)no1	-1	-5	-6	1	-1	-2	0.0	4	7
COCC(C)NC(=O)/C=C/c1ccc(OC)cc1 (stereo unspecified)	-1	-10	-4	-1	1	-5	0.5	11	-13
COC(=O)c1cn(CC(=O)NC2CCCCC2)c2ccccc12	2	-20	-10	-2	0	3	-0.3	10	-5
O=C(C1CC(c2ccc(F)cc2)=NO1)N1CCc2ccccc2C1 (stereo unspecified)	-10	-13	-7	-8	1	-2	0.2	8	-2
CCOC(=O)c1ccccc1NC(=O)Cn1cnc2c(cnn2-c2ccc(F)cc2)c1=O	.	-5	.	-2	1	-2	0.5	9	-10
C[C@H]1CCC(=O)N([C@H](CC#N)Cc2ccccc2)CC1	-4	0	-8	4	1	-2	0.2	6	-5
CCCC(=O)Nc1cc(C)c(NC(=O)c2ccncc2)cn1	-4	-20	-7	3	0	-1	0.2	-1	4
Cc1cc(NC(=O)c2cc([N+](=O)[O-])cc([N+](=O)[O-])c2C)no1	-9	-10	-17	-5	1	-3	1.1	7	-13
O=C(Cc1nnc(NC(=O)c2ccccc2)s1)N/N=C/c1cccc(O)c1	6	-10	-5	-3	1	0	-0.3	7	-11
O=C(O)c1cccc2c1C(=O)c1ccc(Cl)cc1S2(=O)=O	-6	5	6	-3	0	-4	0.4	2	-7
CCn1cnc2sc(C(=O)Nc3ccccc3OC)c(C)c2c1=O	-22	14	-5	-3	1	-2	0.7	-1	-8
Clc1ccc(-n2ncc3c(N4CCCCCC4)ncnc32)cc1	5	-9	-7	-11	0	0	0.3	10	-12
COc1ccc(OC)c(NC(=O)Cn2c(=O)oc3ccccc32)c1	-10	-7	-22	5	1	0	0.2	10	-13
COCCCNC(=O)C[C@H]1C[C@H](C(=O)N2CCOCC2)[C@@]2(CCC3CCCC3)c3[nH]c4cc(-c5ccco5)ccc4c3CCN2C1=O	-6	-11	.	-3	3	-6	0.7	6	6
C/C(=N\NC(=O)C1CC1)c1ccccc1O	-7	-6	-9	-12	0	-4	-0.5	3	2
COCCn1c(SCC(=O)NC2CCCCC2)nc2c(c1=O)SCC2	-9	-1	0	12	0	-1	0.1	3	-3
CC(C)(C)c1ccc(CC(=O)N2CCC2(C)C(=O)NS(=O)(=O)c2cccc(OC(F)F)c2)cc1 (stereo unspecified)	.	-15	.	-11	0	-1	-0.2	8	2
COc1ccc(S(=O)(=O)N(C)C[C@@H]2Oc3cc(C#CC4CCCCC4)ccc3S(=O)(=O)N([C@@H](C)CO)C[C@@H]2C)cc1	.	-9	.	2	0	2	0.6	11	-8
O=C(Nc1nc2c(F)cc(F)cc2s1)C1CC1	1	8	-7	-2	13	-4	2.0	-5	31*
Cc1noc(C)c1C(=O)N1CCOCC1	5	-30	-12	-11	1	-2	0.2	7	-10
CCCN1CCC(NC(=O)Cc2ccccc2C)CC1	5	-17	-5	5	0	-3	0.3	15	-5
COc1cccc(NC(=O)CN(C)CC(=O)NCc2ccc(F)cc2)c1	0	-10	-7	0	2	-1	0.2	2	-14
CC(NC(=O)CN1C(=O)NC2(CCCCC2)C1=O)c1ccc(S(N)(=O)=O)cc1 (stereo unspecified)	.	-17	.	-15	1	0	-0.3	8	0
CN1CCN(C(=O)/C(=C/c2cn(S(=O)(=O)N(C)C)c3ccccc23)NC(=O)c2ccccc2)CC1	-35	-15	8	-7	2	-4	1.7	20	-7
Cc1ccccc1S(=O)(=O)N1[C@@H](c2cccc(Cl)c2)C(C(=O)OC(C)(C)C)=CC[C@H]1c1ccc(Cl)cc1	.	-17	.	-10	.	2	0.2	17	6

# Some of the entries above in a different format.
> COCC(C)NC(=O)/C=C/c1ccc(OC)cc1 (stereo unspecified)
  CHO parental Ca = -1	M1 antag = -10	OXTR potentiate = -4	CHRM4 antagonist = -1	M4 ag = 1	M1 ag = -5	M1 ag parental = 0.5	CHRM1 PAM = 11	CHO-K1 Ca antag = -13
> COC(=O)c1cn(CC(=O)NC2CCCCC2)c2ccccc12
  CHO parental Ca = 2	M1 antag = -20	OXTR potentiate = -10	CHRM4 antagonist = -2	M4 ag = 0	M1 ag = 3	M1 ag parental = -0.3	CHRM1 PAM = 10	CHO-K1 Ca antag = -5

# Other records follow:
mol	CHO parental Ca	M1 antag	OXTR potentiate	CHRM4 antagonist	M4 ag	M1 ag	M1 ag parental	CHRM1 PAM	CHO-K1 Ca antag
CNC(=O)C1CC(=O)N(CCc2ccc(OC)c(OC)c2)C(=Nc2ccc(F)cc2)S1 (stereo unspecified)	-2	-10	-18	0	5	-1	1.4	7	-7
CC(C)CCN(CCC(C)C)CC(O)Cn1c2ccccc2c(=O)c2ccccc21 (stereo unspecified)	-26	-9	-2	8	0	-7	-0.2	7	3
COc1ccc(CCNS(=O)(=O)c2cc3c4c(c2)CCN4C(=O)CC3)cc1OC	.	-8	.	-5	1	-3	0.3	6	1
CC(C)(C)c1ccc(OCC(=O)NCCN2CCOCC2)cc1	4	-4	-4	-12	2	-3	0.8	9	-16
c1ccc(CSc2nc3ccccc3[nH]2)cc1	17	2	-16	1	1	-3	1.6	5	-8
O=C(NC(=O)c1ccc(F)cc1)Nc1nc(-c2cccs2)cc(C(F)(F)F)n1	6	-10	-2	-7	1	-2	1.0	5	0
COCCNC(=O)CN(C(=O)c1ccc(N2CCCC2)nc1)c1ccccc1	-3	-8	0	0	1	0	-0.3	6	-5
COc1ccc(NC(=O)CC(c2ccccc2)c2ccco2)cc1 (stereo unspecified)	-4	-5	-3	2	5	-4	2.2	2	-8
CCCS(=O)(=O)Nc1cccc(-c2nc3cccnc3s2)c1	-16	-21	-7	-2	5	1	2.9	21	-16
CCN(CC)CCNC(=O)CS(=O)Cc1nc(-c2ccc(C)cc2)oc1C (stereo unspecified)	-19	5	-3	0	-1	-6	-0.2	0	-7
CC1Cc2nc(SCC(=O)NCc3ccccc3)n(Cc3ccccc3)c(=O)c2S1 (stereo unspecified)	-14	53*	-9	38*	4	-10	1.3	-29	6
CCOC(=O)c1c(N)sc(C(=O)OCCOC)c1C	-8	-11	-8	-18	2	-3	-0.4	3	7
COc1ccc(OCC(=O)NNC(=O)c2ccccn2)cc1	-5	-7	-6	5	0	-3	-0.1	2	-3
c1cncc(Nc2nc(-c3cccnc3)cs2)c1	-6	2	-3	6	3	-4	0.7	1	0
Cc1c(CCO)c(=O)[nH]n1S(=O)(=O)c1ccc([N+](=O)[O-])cc1	-1	28	-3	0	1	-3	1.1	-8	-4
CCCc1cc(C(=O)OCC(=O)N(CCC)c2c(N)n(Cc3ccccc3)c(=O)[nH]c2=O)sc1C	-40	-8	-16	-7	0	-1	0.9	9	4
CC1(C)Cc2nc3sc4c(SCC(=O)NC(c5ccccc5)c5ccccc5)ncnc4c3cc2CO1	-17	-3	-5	-3	1	1	0.3	-7	-3
O=C(Nc1ccc(Cl)cc1)c1nc[nH]c1C(=O)Nc1ccccc1F	.	-10	.	0	0	-1	0.2	2	-9
O=C(CSc1ncn[nH]1)N1CCN(S(=O)(=O)c2ccccc2)CC1	-13	-11	-5	-2	1	-1	0.5	8	-13
COc1ccc(CCN(C)C(=O)c2cc(S(=O)(=O)N3CCCCCC3)ccc2OC)cc1OC	-22	-3	-6	-2	3	-7	0.1	2	-6
Nn1c(SCC(=O)N2CCCCC2)nnc1-c1ccncc1	8	9	-6	1	1	-1	-0.3	-9	6
N=C1SCC(=O)N1c1ncc(Cc2ccc(F)cc2)s1	32	-13	-2	14	4	0	2.9	3	-5
Cc1nnc(N(Cc2ccccc2)C(=O)c2cnccn2)s1	-10	5	3	-10	0	-2	0.3	1	18
CCOc1ccc(CCNC(=O)CN2C(=O)CCSc3ccccc32)cc1	-10	-11	-1	-12	2	-4	3.1	17	-15
COc1cc2c(cc1OC)CN(C(=O)CN1CCN(S(=O)(=O)c3ccccc3)CC1)CC2	-12	-10	1	1	4	-3	0.8	13	-3

# 3 entries already listed, sorted by formula weight, rising.
mol	CHO parental Ca	M1 antag	OXTR potentiate	CHRM4 antagonist	M4 ag	M1 ag	M1 ag parental	CHRM1 PAM	CHO-K1 Ca antag
Cc1nnc(N(Cc2ccccc2)C(=O)c2cnccn2)s1	-10	5	3	-10	0	-2	0.3	1	18
Nn1c(SCC(=O)N2CCCCC2)nnc1-c1ccncc1	8	9	-6	1	1	-1	-0.3	-9	6
O=C(Nc1ccc(Cl)cc1)c1nc[nH]c1C(=O)Nc1ccccc1F	.	-10	.	0	0	-1	0.2	2	-9

# Next results follow:
mol	CHO parental Ca	M1 antag	OXTR potentiate	CHRM4 antagonist	M4 ag	M1 ag	M1 ag parental	CHRM1 PAM	CHO-K1 Ca antag
CCOC(=O)c1cc(NC(=O)c2ccco2)ccc1N1CCOCC1	-5	-5	-16	-6	3	-2	1.7	4	-19
O=C(NCCCc1ccccc1)c1cc(COc2c(F)cccc2F)on1	-13	-14	-7	-4	-1	-6	-0.9	3	-17
CCOC(=O)NN1C(=O)c2ccccc2NC1c1ccccc1O (stereo unspecified)	-10	-4	1	-1	1	-4	0.1	7	-11
COc1ccc(C2CC(c3ccccc3)=NN2C(=O)CSc2nccc(=O)[nH]2)cc1 (stereo unspecified)	-15	-2	-10	-13	2	-5	1.3	3	-12
CC1CC(C)CN(CC(=O)Nc2cc(S(=O)(=O)N3CCOCC3)ccc2N2CCCC2)C1 (stereo unspecified)	-17	6	-2	5	0	-5	-0.3	-1	-9
O=c1[nH]c(CSc2ncnc3sccc23)nc2cc(C(F)(F)F)ccc12	-16	-14	-3	4	0	-2	0.6	9	-14

# 2 compounds from above, showing only CHO parental Ca, M1 ag parental and OXTR potentiate:
canonical_smiles | CHO parental Ca | M1 ag parental | OXTR potentiate
CCCN1CCC(NC(=O)Cc2ccccc2C)CC1 | 5 | 0.3 | -5
COc1cccc(NC(=O)CN(C)CC(=O)NCc2ccc(F)cc2)c1 | 0 | 0.2 | -7
